F508del corr – correctors of CFTR F508del function in bronchial epithelial cells | CFBE cells, YFP halide quenching; stimulated with forskolin plus potentiator P3; % fluorescence drop versus neutral controls | activity (quench increase), % at 7.58 µM | hit rate 0.36% among 350,000;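 active = mean added fluorescence quench of at least 8% versus neutral control, with both replicates also reaching 8%; inconclusive = only one of the mean or replicate conditions met; inactive = mean below 8% and not both replicates reaching 8%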;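 note: cells transiently co-express mutant CFTR-F508del with the halide-sensitive YFP; corrector assay measuring rescue of mutant channel to the surface after 24 h compound exposure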
PAX8 inh HTS – lowers PAX8-driven luciferase in RMG-I cells; AID 652154; inhibition, % at 12.6 µM; hit rate 1.2% among 360,000; RMG-I TPO-luciferase reporter, SteadyGlo, 24 h;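 active = mean replicate inhibition at least 60% with every replicate also reaching 60%; inconclusive = only one of the two criteria is met; inactive = mean below 60% and not all replicates reaching 60%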;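 note: luciferase light reporting Pax8 driven TPO promoter activity; plate controls were median of neutral control wells for no effect and mitoxantrone controls for full effect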
INS-1E GSIS act – GLuc luminescence reporter in INS-1E cells, primary screen for activators of glucose-dependent secretion of insulin. activation, % at 16.6 µM. hit rate 0.61% among 370,000. AID 743287. INS-1E GLuc reporter insulin secretion, 2-3 h;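 active = lowest replicate activation of at least 40%, so every replicate reaches that level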;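 note: 0% = median of neutral control wells and 100% = median of IBMX positive control wells; some compounds called inactive have numbers as strong as hits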
DENV2 CPE – protects cells from dengue virus 2 cytopathic effect | DENV2-infected cells, cytopathic effect rescue, plate reader | CPE inhibition, % at 9.99 µM | hit rate 1.7% among 350,000; in the data active = CPE inhibition above about 20%, passing the limit was not always enough; inconclusive = no clear call, values can overlap the other calls; tested in BHK-21 cells;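 note: 0% = median of neutral control wells and 100% = median of positive control wells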
EWS-Fli block – EWS/Fli transcriptional activity inhibition; AID 651661; hit rate 0.67% among 350,000; inhibition, % at 12.6 µM; A673 NR0B1-luciferase reporter, viability-normalised;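 active = mean inhibition of at least 50% after viability correction, with every replicate also passing that limit; inconclusive = mean reaches 50% but only one of two replicates passes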;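 note: firefly luciferase signal divided by Alamar Blue viability fluorescence both relative to DMSO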
ERp5 inh – inhibitors of human ERp5. ERp5 insulin aggregation, absorbance 650 nm, 90 min. inhibition, % at 9.99 µM. hit rate 0.05% among 350,000. AID 651711;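 active = mean replicate inhibition above about 25%, with every replicate also reaching it, limit read from the data, passing the limit was not always enough; inconclusive = only one of those two criteria met; inactive = neither criterion met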
Target sequence (Q15084 whole entry, looked up): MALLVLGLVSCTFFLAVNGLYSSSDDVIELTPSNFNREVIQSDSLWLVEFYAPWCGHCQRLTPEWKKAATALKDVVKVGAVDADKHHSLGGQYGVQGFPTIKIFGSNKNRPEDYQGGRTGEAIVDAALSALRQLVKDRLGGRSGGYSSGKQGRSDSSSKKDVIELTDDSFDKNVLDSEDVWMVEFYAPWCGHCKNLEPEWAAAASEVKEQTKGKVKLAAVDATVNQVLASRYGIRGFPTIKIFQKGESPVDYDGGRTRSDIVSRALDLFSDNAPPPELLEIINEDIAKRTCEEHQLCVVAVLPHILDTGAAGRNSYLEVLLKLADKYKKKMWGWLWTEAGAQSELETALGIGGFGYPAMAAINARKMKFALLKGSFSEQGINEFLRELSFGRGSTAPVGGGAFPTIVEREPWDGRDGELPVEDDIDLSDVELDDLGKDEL
ARNT-TACC3 inh – disrupts binding between human ARNT and TACC3; AlphaScreen His-ARNT PAS-B/GST-TACC3 binding, luminescence; TACC3 fragment carries E629A point mutation; AID 623870; inhibition, % at 9.99 µM; hit rate 0.66% among 390,000; Q9Y6A5;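 active = mean inhibition of replicates at least 50% and at least half of replicates each reaching 50%; inconclusive = half or more replicates reach 50% but mean below 50%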;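 note: 0% = complete ARNT plus TACC3 wells and 100% = ARNT alone without TACC3; many hits fall short of the cut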
Xi reactivation – X-chromosome reactivation activator; XiGFP mouse fibroblasts, % GFP-positive cells imaging, 3 d; cells co-treated with 5-aza-dC sensitizer; scaled so ellipticine positive control = 100%; activation, % at 7.58 µM; hit rate 0.055% among 360,000; AID 743238;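 active = mean normalized replicate activation at least 10% and every replicate at or above 10%; inconclusive = only one of the two criteria met; inactive = mean below 10% and not all replicates reach 10%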;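 note: 0% = median of on-plate neutral control wells and 100% = ellipticine 6 µM median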
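Material: XiGFP fibroblasts, SV40-immortalized. Buffer or medium: DMEM plus 5-aza-dC sensitizer. Compound: single concentration per compound, delivered by pin transfer. Times: 3 days compound exposure. Controls: ellipticine 6 µM.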
Numbers without * were called inactive; ? = inconclusive; . = no result given.

Compound	F508del corr	PAX8 inh HTS	INS-1E GSIS act	DENV2 CPE	EWS-Fli block	ERp5 inh	ARNT-TACC3 inh	Xi reactivation
Nc1nc(-c2ccccc2)[nH]c(=O)c1N=O	0.4	5	-8	13	-8	6	37	0.0
COc1ccccc1CNC(=O)C1(C)Oc2cccnc2NC1=O (stereo not drawn)	2.7	-5	-5	3	3	2	1	-0.1
CCCc1cc2c(-c3ccccc3)cc(=O)oc2cc1OCc1ccc(C(=O)O)o1	0.4	5	19	6	10	-3	7	0.0
O=C(CCCN1C(=O)/C(=C/c2ccco2)SC1=S)Nc1ccccc1C(=O)O	0.2	-16	-5	-2	12	1	-1	0.0
CCn1c(CSc2nc3ccccc3[nH]2)n[nH]c1=S	-1.1	.	-3	-4	3	6	3	.
CC(C)CNC(=O)COc1ccc2c3c(c(=O)oc2c1)CCC3	2.8	.	-3	4	-27	2	-7	.
COc1ccc(C(=O)NCC(=O)OCC(=O)c2c[nH]c3ccccc23)cc1	-3.6	23	-5	-6	10	7	.	0.0
C[C@@H]1CN([C@@H](C)CO)C(=O)Cc2cc(NC(=O)NC3CCCCC3)ccc2O[C@@H]1CN(C)Cc1ccc(C(=O)O)cc1	2.3	-3	4	-9	6	0	1	0.0
CC(=O)c1c(C)oc2c1cc(O)c1ccccc12	-1.3	24	23	3	-1	2	6	0.1
CO[C@@H]1CN(C)C(=O)c2cc(NC(=O)NC(C)C)ccc2OC[C@H](C)N(CCC(F)(F)F)C[C@H]1C	1.3	-10	7	.	3	.	-12	0.2
CC(C)n1nc(C(=O)Nc2cccc(S(=O)(=O)N3CCOCC3)c2)c2ccccc2c1=O	1.5	19	12	-3	22	9	-3	0.0
Cc1c(CC(=O)NCCCCCC(=O)O)c(=O)oc2cc3c(cc12)CCC(C)(C)O3	-0.2	4	6	-3	-8	-2	2	0.0
Cn1c(NNC(=O)c2c(F)cccc2F)cc(=O)n(C)c1=O	-2.4	17	-3	8	0	9	1	0.0
COc1ccc(CN2C(=S)NC(C)(C)CC2(C)O)cc1 (stereo not drawn)	.	15	38	.	.	.	4	0.0
COc1ccc(NS(=O)(=O)c2cccc(C(=O)NNC(=O)c3ccccc3O)c2)cc1	1.6	-30	-22	-2	-63	-5	4	0.4
C/C(=N/NC(=O)c1ccoc1C)c1cccc(NC(=O)C(F)(F)F)c1	.	-11	-3	.	.	.	0	-0.1
CC(C)NC(=O)N(C)C[C@H]1Oc2cc(C#C[C@H](C)O)ccc2S(=O)(=O)N([C@H](C)CO)C[C@H]1C	0.6	-20	5	.	-1	.	.	-1.3
CN1C(=S)N(c2cccnc2)C(=O)/C1=C\c1ccc(N(C)C)cc1	7.3	22	-7	-3	-4	0	1	2.0
C[C@H]1CN([C@@H](C)CO)C(=O)c2cc(NS(=O)(=O)c3ccc(Cl)cc3)ccc2O[C@H]1CN(C)S(=O)(=O)c1ccccc1	2.6	2	-17	-4	-3	.	2	-0.1
O=C1c2ccccc2C(Nc2ccc(S(=O)(=O)N3CCCCC3)cc2)N1c1ccccn1 (stereo not drawn)	-0.3	19	-4	-5	14	-9	0	0.2
COc1ccc(S(=O)(=O)N2CCN(C(=O)c3ccccn3)CC2)cc1	1.8	0	1	8	0	6	-3	0.0
c1ccc(CNc2c3ccccc3nc3ccccc23)cc1	11*	13	-6	-2	15	-1	1	0.0
COCC(=O)N1[C@@H]2c3ccc(-c4ccccc4)c(=O)n3C[C@H]1[C@H](CO)[C@H]2C(=O)NCc1ccccn1	.	.	5	2	-5	5	1	0.2
C=CCNc1ccc(C(=O)O)cc1	.	0	14	.	.	.	-1	0.1
COC(=O)c1ccc(CN2CCCC(CCC(=O)NCc3ccc(C)o3)C2)cc1 (stereo not drawn)	0.3	10	7	-3	1	5	.	0.0
O=C(COc1ccc2c3c(c(=O)oc2c1)CCCC3)NCc1cccnc1	2.6	-1	17	-8	.	1	0	0.2
O=C(Nc1ccccc1N1CCOCC1)c1csc2c1CCCC2	0.3	8	4	2	6	5	8	-0.1
CC(=O)c1ccc(OC(=O)CCNC(=O)c2ccccc2)cc1	0.6	-2	13	1	-2	1	3	0.3
CC(C)NC(=O)N(C)C[C@H]1Oc2ccc(NC(=O)C3CCCCC3)cc2CC(=O)N([C@H](C)CO)C[C@H]1C	-2.5	-4	1	2	-12	-4	-6	0.3
CCOC(=O)C1(C)CCN1C(=O)c1ccc(OC)c(OC)c1 (stereo not drawn)	1.0	-8	11	8	0	0	.	0.0
O=C(Nc1ccccc1F)C1(c2ccccc2)CC1(Cl)Cl (stereo not drawn)	.	-8	-18	.	.	.	-2	0.0
C=CCNC(=O)c1onc(CSc2nc3ccccc3[nH]2)c1C(=O)NCC=C	0.7	3	11	-7	1	-1	0	0.0
COc1ccc(NC(=O)N(C)C[C@H]2OCCCC[C@H](C)Oc3ccc(NS(C)(=O)=O)cc3C(=O)N([C@@H](C)CO)C[C@H]2C)cc1	-1.6	1	7	-6	-6	-2	-19	0.0
COc1cccc(C(=O)COc2cccc(NC(=O)c3ccco3)c2)c1	1.2	-16	.	3	-8	0	27	-0.1
COc1ccccc1NS(=O)(=O)c1ccc(C(=O)NCCCN2CCCC2=O)cc1	-1.5	19	-9	-6	3	13	0	-0.1
Cc1sc(NC(=O)CCC(=O)O)c(C(N)=O)c1-c1ccccc1	-1.8	-12	40	-3	4	4	-2	0.4

Rewritten with two lines to a compound: two of the compounds above
Every second line gives: F508del corr | PAX8 inh HTS | INS-1E GSIS act | DENV2 CPE | EWS-Fli block | ERp5 inh | ARNT-TACC3 inh | Xi reactivation
> O=C(Nc1ccccc1F)C1(c2ccccc2)CC1(Cl)Cl (stereo not drawn)
 : . | -8 | -18 | . | . | . | -2 | 0.0
> CCOC(=O)C1(C)CCN1C(=O)c1ccc(OC)c(OC)c1 (stereo not drawn)
 : 1.0 | -8 | 11 | 8 | 0 | 0 | . | 0.0

Returning to the listing with the two entries that preceded the break.
Compound	F508del corr	PAX8 inh HTS	INS-1E GSIS act	DENV2 CPE	EWS-Fli block	ERp5 inh	ARNT-TACC3 inh	Xi reactivation
COc1ccccc1NS(=O)(=O)c1ccc(C(=O)NCCCN2CCCC2=O)cc1	-1.5	19	-9	-6	3	13	0	-0.1
Cc1sc(NC(=O)CCC(=O)O)c(C(N)=O)c1-c1ccccc1	-1.8	-12	40	-3	4	4	-2	0.4
Cc1ccc(S(=O)(=O)n2nc(C)cc2N)cc1	-0.5	-3	-3	.	-12	6	-3	0.1
COC(=O)c1ccc(CSc2nc(C)nc3c2c(=O)n(C)c(=O)n3C)o1	0.8	-1	.	-3	3	1	-4	0.0
COc1ccc2c3c([nH]c2c1)[C@H](CO)N(C(=O)c1cccnc1)CC31CN(Cc2ccccc2)C1	2.6	.	5	17	-4	0	.	0.0
CCOC(=O)C1CCN(S(=O)(=O)c2ccc3[nH]c4c(c3c2)CCCC4)CC1	1.8	-14	6	?	-9	1	2	0.1
O=C(NCc1cccc(C(F)(F)F)c1)c1ccc2sc([C@H]3C[C@H](O)[C@@H](CO)O3)nc2c1	-3.7	19	.	-1	-2	0	.	0.0
COc1ccc(C(=O)NCc2cc(C)nc3ccccc23)cc1OC	4.3	-2	5	-12	9	3	2	0.0
COc1ccccc1CNC(=O)C[C@@H]1CC[C@@H]2[C@H](COC[C@H](O)CN2C(=O)Nc2ccc(Cl)cc2)O1	-0.8	-87	-6	3	-50	0	7	0.0
Cc1ccccc1CC1(CO)CCCN(Cc2c(C)nn(C)c2Cl)C1 (stereo not drawn)	0.2	8	5	9	-4	0	.	0.2
Cc1ccc(C(=O)C(C)OC(=O)Cn2cnc3c2c(=O)n(C)c(=O)n3C)cc1 (stereo not drawn)	0.9	-14	4	0	2	0	-5	0.0
CCc1ccc(C(O)c2ncc(-c3ccccc3C)[nH]2)cc1 (stereo not drawn)	2.2	.	-27	9	-8	1	.	0.0
C[C@H]1CCCCO[C@H](CN(C)S(=O)(=O)c2ccc(Cl)cc2)[C@@H](C)CN([C@@H](C)CO)C(=O)c2cc(NC(=O)c3ccccc3)ccc2O1	-5.2	29	-9	-1	23	5	12	-0.1
O=C(Nc1cccc(F)c1)N1CC(=O)N2[C@H](CO)[C@H](c3ccc(C#CCC4CCCC4)cc3)[C@H]2C1	-4.2	-14	-8	6	-4	-2	.	0.0

Some of the entries so far, with each value named:
> O=C(NCc1cccc(C(F)(F)F)c1)c1ccc2sc([C@H]3C[C@H](O)[C@@H](CO)O3)nc2c1
  F508del corr = -3.7	PAX8 inh HTS = 19	INS-1E GSIS act = .	DENV2 CPE = -1	EWS-Fli block = -2	ERp5 inh = 0	ARNT-TACC3 inh = .	Xi reactivation = 0.0
> COc1ccc(C(=O)NCc2cc(C)nc3ccccc23)cc1OC
  F508del corr = 4.3	PAX8 inh HTS = -2	INS-1E GSIS act = 5	DENV2 CPE = -12	EWS-Fli block = 9	ERp5 inh = 3	ARNT-TACC3 inh = 2	Xi reactivation = 0.0
> COc1ccccc1CNC(=O)C[C@@H]1CC[C@@H]2[C@H](COC[C@H](O)CN2C(=O)Nc2ccc(Cl)cc2)O1
  F508del corr = -0.8	PAX8 inh HTS = -87	INS-1E GSIS act = -6	DENV2 CPE = 3	EWS-Fli block = -50	ERp5 inh = 0	ARNT-TACC3 inh = 7	Xi reactivation = 0.0
> Cc1ccccc1CC1(CO)CCCN(Cc2c(C)nn(C)c2Cl)C1 (stereo not drawn)
  F508del corr = 0.2	PAX8 inh HTS = 8	INS-1E GSIS act = 5	DENV2 CPE = 9	EWS-Fli block = -4	ERp5 inh = 0	ARNT-TACC3 inh = .	Xi reactivation = 0.2

Continued.
Compound	F508del corr	PAX8 inh HTS	INS-1E GSIS act	DENV2 CPE	EWS-Fli block	ERp5 inh	ARNT-TACC3 inh	Xi reactivation
COc1ccc(S(=O)(=O)Nc2ccc(F)cc2F)cc1C(=O)N1CCOCC1	1.4	-5	5	8	-4	2	-1	0.4
Cc1cc(C)cc(NC(=O)CSc2ccccc2)c1	1.4	-27	-10	-2	-13	-9	11	0.1
CCN(CCCNC(=O)C1CCN(S(=O)(=O)CC)CC1)c1ccccc1	-0.6	.	-1	-1	11	0	-1	.
CSc1ccccc1NC(=O)CN(C)Cc1ccc(Br)cc1	.	20	-35	.	.	.	-5	0.1
CCSc1nnc(NC(=O)NC(C)(C(F)(F)F)C(F)(F)F)s1	.	22	-37	.	.	.	-4	0.7
COc1ccc2c3c([nH]c2c1)[C@H](CO)N(Cc1ccccc1)CC31CCN(CC2CC2)CC1	-4.7	.	14	13	5	-4	.	0.2
